# Screening results from PubChem.
# PolyA inhibitor = polyadenylation inhibitors in yeast reporter cells, primary screen, luminescence, S. cerevisiae; S. cerevisiae SKY197-pL101 polyadenylation reporter, beta-gal luminescence; efflux-impaired pdr1/pdr3 knockout yeast; score 100 = 6 SD above DMSO; 0.02% of 300,000 active; calls only at 12 µM; AID 1875, 2009;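 active = lowest replicate activity score at least 50, where 100 means six control SD above control mean; inconclusive = lowest score under 50 but half or more replicates reach 50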;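 also: yeast exposed to compound for 9 h at 30 °C; higher score means more reporter readthrough which indicates perturbed polyadenylation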
# Dyrk1A ADPGlo = rat Dyrk1A kinase inhibitors, primary screen, biochemical, single point, plate reader; ADP-Glo luminescence, NFATc1 peptide; inhibition, % at 12.5 µM; 0.43% of 310,000 active; AID 504441, 2011; in the data active = inhibition above about 50%;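 also: plate controls were vehicle with enzyme for no effect and no enzyme for full effect; many of its hits are not listed in these tables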
# KCNK3 block = human KCNK3 channel inhibitors, primary screen, CHO cells, FluxOR thallium flux, B-score; FluxOR fluorescence; stronger effect = lower value; B-score at 10 µM; 0.84% of 340,000 active;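 active = B-score under library mean minus 4 SD, starting fluorescence ratio at most library mean plus 5 SD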;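 also: more negative B-score means stronger inhibition of thallium flux through KCNK3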
# Target sequence (O14649 whole entry, looked up): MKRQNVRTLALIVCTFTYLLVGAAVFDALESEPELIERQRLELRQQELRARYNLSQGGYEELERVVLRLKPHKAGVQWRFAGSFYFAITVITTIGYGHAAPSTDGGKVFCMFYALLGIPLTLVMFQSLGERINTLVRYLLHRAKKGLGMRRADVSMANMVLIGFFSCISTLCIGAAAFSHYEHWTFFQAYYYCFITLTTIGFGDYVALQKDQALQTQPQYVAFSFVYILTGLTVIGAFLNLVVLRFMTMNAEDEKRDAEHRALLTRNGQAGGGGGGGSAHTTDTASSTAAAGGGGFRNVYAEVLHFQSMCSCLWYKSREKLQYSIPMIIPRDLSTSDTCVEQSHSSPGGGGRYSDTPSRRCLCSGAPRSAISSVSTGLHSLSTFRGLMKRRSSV
# KCNK9 block = KCNK9 potassium channel inhibitors, primary screen, HEK293 cells, thallium flux; Potassium channel subfamily K member 9 (Homo sapiens), Q9NPC2; FluxOR thallium flux fluorescence; stronger effect = lower value; B-score at 10 µM; 1.2% of 310,000 active;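 active = ratio B-score over 3 SD below the library mean, with starting fluorescence within 5 SD of its mean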;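 also: negative B-score means less thallium flux so channel inhibition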
# Target sequence (Q9NPC2 whole entry, looked up): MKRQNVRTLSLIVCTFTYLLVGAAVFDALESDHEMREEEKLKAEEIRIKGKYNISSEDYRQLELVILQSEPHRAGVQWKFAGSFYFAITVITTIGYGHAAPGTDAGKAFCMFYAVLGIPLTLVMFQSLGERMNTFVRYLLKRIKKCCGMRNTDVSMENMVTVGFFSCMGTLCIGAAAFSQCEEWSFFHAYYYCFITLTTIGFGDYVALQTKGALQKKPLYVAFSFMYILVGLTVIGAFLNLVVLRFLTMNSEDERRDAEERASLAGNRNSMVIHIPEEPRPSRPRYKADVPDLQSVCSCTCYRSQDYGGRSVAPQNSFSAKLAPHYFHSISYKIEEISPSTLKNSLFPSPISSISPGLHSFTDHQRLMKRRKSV
# GSK3A inh = blockers of GSK3A enzyme activity – biochemical, luminescence, cell-free homogeneous, HTS, primary screen; Glycogen synthase kinase-3 alpha (Homo sapiens), P49840; GSK-3 alpha kinase, ADP-Glo luminescence, 60 min; 0.1% of 320,000 active; inhibition, % at 10 µM;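 in the data active = inhibition above about 50%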;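 also: GST-tagged GSK-3 alpha with peptide substrate and 25 µM ATP; 0% = DMSO neutral wells and 100% = GW8510 positive control wells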
# hERG rescue = hERG rescue from dofetilide block, primary screen, cell-based, CHO-hERG, FluxOR thallium flux, dofetilide IC70. AID 1511, 2009. dofetilide IC70 present. Voltage-gated inwardly rectifying potassium channel KCNH2 (Homo sapiens), Q12809. activation (rescue from dofetilide block), less the hit threshold, % at 10 µM. 0.51% of 310,000 active;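 active = activation above the mean of controls blocked by dofetilide plus 5 SD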;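 also: thallium influx through hERG after potassium depolarization seen as dye fluorescence rise; in these data hits start at about 4.7%; inactives centre near -7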
# KCNQ1 inh = inhibitors of human KCNQ1 channel, primary screen, cell-based, thallium flux, high-throughput; Potassium voltage-gated channel subfamily KQT member 1 (Homo sapiens), P51787; AID 2642, 2010; B-score at 10 µM; 1.3% of 310,000 active; CHO-K1 KCNQ1, FluxOR thallium flux fluorescence; stronger effect = higher value;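 active = compounds whose thallium flux B-score, printed positive for inhibition, exceeds three library SD while starting fluorescence stays within three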;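 also: channel opened by potassium depolarization with thallium stimulus after 20 min compound exposure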
# GSK3beta inhib = human GSK3beta kinase inhibitors, primary screen, biochemical, cell-free homogeneous, HTS; Glycogen synthase kinase-3 beta (Homo sapiens), P49841; GST-GSK3beta kinase, ADP-Glo luminescence, 60 min; stronger effect = lower value; activity score (negative = inhibition), % at 10 µM; 0.038% of 300,000 active;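 active = more than half of replicate wells score below -50%, meaning over 50% inhibition versus plate controls; inconclusive = some replicates but at most half score below -50%; inactive = no replicate scores below -50%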;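 also: 0% = median DMSO wells and -100% = median GW8510 positive control wells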
#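 Assay system: GST-fused GSK3beta enzyme, cell-free / Medium: Tris pH 7.5 buffer with MgCl2, DTT, BSA, heparin / Also added: peptide substrate plus 25 µM ATP (final) / Compound: 10 µM single point / Timing: kinase reaction with compound 60 min at room temperature / Detection: ADP-Glo luminescence / Benchmarks: DMSO neutral wells and GW8510 at 20 µM as positive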
# KCNQ1 act = potentiators or activators of KCNQ1 channel, primary screen, cell-based, thallium flux, high-throughput; 0.35% of 310,000 active; CHO-K1 KCNQ1, thallium flux FluxOR fluorescence; stronger effect = higher value; B-score at 10 µM;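 active = fluorescence ratio B-score, a plate-corrected score, at least three library SD, with initial intensity B-score within 5 SD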
#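 Schedule – 37 °C overnight plating, 90-min dark dye load, 20-min compound pretreatment · System – stable KCNQ1 CHO-K1 line · Probe or stimulus – thallium- and potassium-containing depolarizing buffer · Measured by – kinetic FluxOR fluorescence, 10 s baseline plus 110 s post-stimulus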
# HDAC3 inhib = HDAC3 deacetylase inhibitors, primary screen, biochemical, fluorescence, cell-free homogeneous; 0.15% of 320,000 active; AID 2718, 2010; inhibition, % at 8.3 µM; Histone deacetylase 3 (Homo sapiens), O15379; recombinant HDAC3, fluorogenic peptide/trypsin coupled; in the data active = inhibition above about 26%, passing the limit was not always enough; inconclusive = no clear call, values can overlap the other calls
# RGS4 act = RGS4 potentiators or activators, primary screen, cell-based, HEK293 M3R inducible RGS4, calcium flux | B-score at 10 µM | carbachol calcium flux Fluo4; stronger effect = lower value | 0.92% of 310,000 active;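 active = B-score of the integrated calcium signal more than 4 SD below the library mean, with starting fluorescence not abnormally high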;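 also: negative B-score means reduced calcium response which marks RGS4 activation or potentiation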
#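 Assay system: HEK293 FlpIn-TREx cells, stable M3R, doxycycline-inducible RGS4 / Probe or stimulus: carbachol, ECmax concentration / Times: overnight RGS4 induction, 30 min dye load 37 °C, 20 min compound RT / Signal: kinetic calcium fluorescence imaging with Fluo4-AM dye, 2 µM / Measure: Agonist-evoked peak-minus-minimum fluorescence over baseline, integrated ratio, B score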
# * marks the source's active call; other numbers are inactive results; i = inactive; ? = inconclusive; . = not tested or not shown. Only part of the results is shown; the hit share may differ from the screen's.
smiles,PolyA inhibitor,Dyrk1A ADPGlo,KCNK3 block,KCNK9 block,GSK3A inh,hERG rescue,KCNQ1 inh,GSK3beta inhib,KCNQ1 act,HDAC3 inhib,RGS4 act
COC(=O)c1ccc(-n2nnnc2SCC(=O)Nc2cc(OC)ccc2OC)cc1,i,0,i,i,-2,-1,i,3,i,-3,i
CC(=O)c1ccc2c(ccc3ccccc32)c1,i,5,i,i,17,0,i,3,i,2,i
COc1cccc2c1cc1c(=O)n(CC(=O)N3CCCCCC3)nc(C)n12,i,3,i,i,-1,-10,i,0,i,-12,i
Cn1ncnc1SCc1cn2cccnc2n1,i,4,i,i,-1,-1,i,-2,i,-51,i
CC(=O)NCCC1CCN(C(=O)C2CCC(=O)N(C3CCCC3)C2)CC1 (stereo unspecified),i,1,i,i,-1,-8,i,.,i,-3,i
O=[N+]([O-])c1ccc(CS(=O)(=O)c2ncn[nH]2)cc1,i,6,i,i,-1,-3,i,1,i,0,i
COc1ccc(-c2n[nH]c3c2CN(C(=O)c2ccc(F)cc2)CC3)cc1,i,4,i,i,6,-10,i,-2,i,0,i
CC(C)(C)c1ccc(-c2noc(C(=O)NN)n2)cc1,i,9,i,i,5,-6,i,0,i,-7,i
CCCCC(=O)NC(=S)Nc1nnn(CCC)n1,i,-4,i,i,0,-17,i,0,i,9,i
O=C(CNC(=O)c1cccc(OC(F)F)c1)OCC(=O)c1ccccc1,i,-5,i,i,-2,-15,i,-3,i,-9,i
O=S(=O)(c1ccc(S(=O)(=O)N2CCCN(Cc3ccccc3)C2)cc1)N1CCCCCC1,i,-7,i,i,-1,-12,i,-1,i,0,i
c1ccc(-c2ccc(-c3ccncn3)cc2)cc1,i,8,i,i,2,-6,i,-3,i,-12,i
CC(C)(C)OC(=O)N[C@@H](Cc1ccccc1)c1nnc(SCC(=O)c2ccc(Cl)cc2)o1,i,-1,i,i,-1,-6,i,0,i,4,i
O=C(c1cc(F)c(F)c(F)c1F)N1CCN(Cc2ccc3c(c2)OCO3)CC1,i,-5,i,i,-4,-5,i,-1,i,3,i
COc1ccc(NC(=O)c2nn(C34CC5CC(CC(C5)C3)C4)cc2[N+](=O)[O-])cc1,i,-1,i,i,.,-14,i,3,i,.,i

# Grouped by structure: the entries above with a halogen.
smiles,PolyA inhibitor,Dyrk1A ADPGlo,KCNK3 block,KCNK9 block,GSK3A inh,hERG rescue,KCNQ1 inh,GSK3beta inhib,KCNQ1 act,HDAC3 inhib,RGS4 act
COc1ccc(-c2n[nH]c3c2CN(C(=O)c2ccc(F)cc2)CC3)cc1,i,4,i,i,6,-10,i,-2,i,0,i
O=C(CNC(=O)c1cccc(OC(F)F)c1)OCC(=O)c1ccccc1,i,-5,i,i,-2,-15,i,-3,i,-9,i
CC(C)(C)OC(=O)N[C@@H](Cc1ccccc1)c1nnc(SCC(=O)c2ccc(Cl)cc2)o1,i,-1,i,i,-1,-6,i,0,i,4,i
O=C(c1cc(F)c(F)c(F)c1F)N1CCN(Cc2ccc3c(c2)OCO3)CC1,i,-5,i,i,-4,-5,i,-1,i,3,i

# More structures follow:
smiles,PolyA inhibitor,Dyrk1A ADPGlo,KCNK3 block,KCNK9 block,GSK3A inh,hERG rescue,KCNQ1 inh,GSK3beta inhib,KCNQ1 act,HDAC3 inhib,RGS4 act
Cc1ccc(CNC(=O)COC(=O)c2c(C)noc2C)cc1,i,-3,i,i,-1,-12,i,3,i,3,i
COCC(=O)N1CCC(Oc2ccc(C(=O)NCCCn3cccn3)cc2)CC1,i,-2,i,i,-2,-7,i,-3,i,2,i
COCCNC(=O)NC12CC3CC(CC(C3)C1)C2,i,-5,i,i,.,-12,i,6,i,3,i
O=C(Nc1ccccc1C(=O)OCn1nnc2ccccc2c1=O)c1ccco1,i,5,i,i,0,-4,i,1,i,6,i
CCOC(=O)N1CCN(C2=NC3(CCCCC3)C(C#N)C(=O)N2)CC1 (stereo unspecified),i,-2,i,i,.,-6,i,-1,i,-4,i
CCC(C)c1ccc(O)c(/C=N/O)c1 (stereo unspecified),i,-5,i,i,0,-7,i,-3,i,3,i
O=C(Nc1ccc(OC(F)(F)F)cc1)c1n[nH]c(Cn2cncn2)n1,i,1,i,i,-3,-4,i,-5,i,5,i
CC(C)(C)c1cc(C(=O)NNc2cccc(Cl)c2)n(Cc2ccccc2)n1,i,2,-12*,-15*,-1,-11,10*,-1,i,5,i
Cc1ccc(-n2nnnc2SCC(=O)NCCC2=CCCCC2)c(C)c1,i,.,i,i,0,-16,i,0,i,?,i
Cc1c(C#N)c2ncn(CC#N)c(=O)c2n1-c1ccccc1,i,6,i,i,-5,-8,i,3,i,-7,i
Clc1ccccc1OCCN1CCCCC1,i,.,i,i,1,-3,i,-3,i,-2,i
COc1ccccc1C(=O)NNC(=O)c1cccc(Br)c1,i,-7,i,i,-1,-12,i,3,i,0,i
COc1cc(-c2noc(CCC(=O)NC3CCCCC3)n2)cc(OC)c1OC,i,5,i,i,2,-3,i,1,i,6,i
Cc1cc(C)cc(N(CC(=O)NC2CCCCC2)C(=O)CCCC(=O)Nc2ccccn2)c1,i,2,i,i,0,-6,i,1,i,2,i
Cc1[nH]c2ccccc2c1CCNS(=O)(=O)c1ccc(S(N)(=O)=O)cc1,i,.,i,i,-1,-8,i,-1,i,0,i
CC1CCCCC1NC(=O)CCn1ccc2cc(S(=O)(=O)N3CCCC3)ccc21 (stereo unspecified),i,-8,i,i,-2,-11,i,-1,i,3,i
Cn1c(SCC(=O)NC2CCCC2)nc2cccnc21,i,17,i,i,-1,-2,i,-2,i,2,i
Cc1ccc2[nH]c(=O)c(C(c3nnnn3CC3CCCO3)N3CCCc4ccccc43)cc2c1 (stereo unspecified),i,3,i,i,0,-10,i,-1,i,1,i
COC(=O)c1ccc(CO/N=C/c2ccc(OC)cc2)o1,i,.,i,i,-2,-5,i,2,i,0,i
O=C(c1cccc(Br)c1)N1CCCc2ccccc21,.,2,i,i,1,-9,i,.,i,-7,i
CC(C(=O)NCCc1ccc(Cl)cc1)n1c(=O)c2cccn2c2cccnc21 (stereo unspecified),i,.,i,i,0,-2,i,0,i,3,i
NS(=O)(=O)c1cc(C(=O)OCC(=O)Nc2ccccc2[N+](=O)[O-])ccc1Cl,i,-8,i,i,6,-8,i,2,i,-10,i
Cc1ccc(C(=O)O)cc1-n1c(C)cc(C=O)c1C,i,0,i,i,0,-6,i,0,i,0,i
CCC(c1nnnn1C(C)(C)CC)N(CCN1CCOCC1)Cc1cc2cc(C)ccc2[nH]c1=O (stereo unspecified),i,-3,i,i,1,-10,i,3,i,1,i
CCCc1[nH]c2ccc(C(=O)OC)cc2c1CCC,.,31,i,i,-3,-7,i,0,i,?,i
Cc1nn(-c2ccccc2)c(Cl)c1/C=N/NS(=O)(=O)c1ccc(Br)cc1,i,-7,i,i,-1,-9,i,-1,i,8,i
CS(=O)(=O)N(CC(=O)NCc1ccccn1)c1ccc2c(c1)OCCO2,i,24,i,i,2,-2,i,1,i,-2,i
CCOc1ccc(S(=O)(=O)N(C)CC(=O)NCCN2CCOCC2)cc1,i,-1,i,i,-1,-6,i,0,i,5,i
O=S(=O)(c1cccs1)N1CCN(c2ncccn2)CC1,i,-5,i,i,.,-11,i,2,i,-3,i
Cc1ccc(-n2c(C)cc(C(=O)CSc3nnnn3C)c2C)cc1,i,1,i,i,-2,-2,i,1,i,2,i
CNc1oc(-c2ccccc2)nc1S(=O)(=O)c1ccc(C)cc1,i,-9,i,i,-1,-7,i,1,i,-2,i
CC(NC(=O)CSc1nnc(-c2cccc(S(=O)(=O)N3CCCCC3)c2)o1)C12CC3CC(CC(C3)C1)C2 (stereo unspecified),i,-5,i,i,-2,-9,i,1,i,8,i
COc1ccc(/C=C/C(=O)c2ccccn2)cc1,i,-2,i,i,-3,0,i,-5,i,7,i
CCCCC(=O)c1c(O)c2ccccc2oc1=O,i,7,i,i,-1,-7,i,-1,i,0,i
Cc1ccccc1OCC(=O)NC(=S)Nc1ccc2c3c(cccc13)CC2,i,-2,i,i,0,-6,i,-4,i,-1,i
CN(C)CCCNS(=O)(=O)c1ccc(Cl)s1,i,-1,i,i,1,-5,i,7,i,-1,i
O=C(CCNC(=O)c1ccc(Cl)cc1)Nc1ccccc1Cl,i,1,i,i,-2,-6,i,-1,i,-5,i
O=c1c(-c2ccc3c(c2)OCCO3)coc2c(CN3CCOCC3)c(O)ccc12,i,-4,i,i,1,-8,i,-1,i,-1,i
CC(C)(C)SC(C(=O)N1CCOCC1)c1ccc(Br)cc1 (stereo unspecified),i,-7,i,i,1,-8,i,-4,i,9,i
O=C(O)c1ccc(NCc2ccc3c(c2)OCO3)cc1,i,-5,i,i,-3,3,i,-15,i,?,i
CCCSc1nnc(N2C(=O)CC(c3ccsc3)C3=C2CCCC3=O)s1 (stereo unspecified),i,20,i,i,-2,-13,i,0,i,12,i
COc1cc(OC)cc(C(=O)c2c(C)c(C#N)c3ccccn23)c1,i,3,i,i,.,-4,i,1,i,.,i
